RAD52 anneal inh: inhibitors of human RAD52 DNA annealing; inhibition, % at 18.7 µM; recombinant RAD52 DNA annealing, FRET fluorescence; 360,000 tested, 0.46% active; P43351;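 active = every replicate showing at least 50% inhibition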
ERAP1 HTS inh: blocks human ERAP1 aminopeptidase activity. recombinant ERAP1, Leu-AMC fluorescence, 60 min. inhibition, % at 10.7 µM. 340,000 tested, 0.15% active. AID 652197;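 active = mean replicate inhibition of at least 30%, or all replicates individually reaching that 30% level; inactive = mean below 30% and not every replicate reaching it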;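 note: 0% = neutral control wells and 100% = L-leucinethiol positive control wells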
PglD DTNB: PglD (C. jejuni) enzyme inhibition; purified PglD enzyme, DTNB colorimetric CoA detection; inhibition, % at 12.5 µM; 360,000 tested, 0.098% active; AID 602405; in the data active = inhibition above about 16%, passing the limit was not always enough; note: strong numbers were not always called active
PGC1a acetyl inh: PGC1a acetylation modulation, inhibitor mode; inhibition, % at 15.6 µM; 350,000 tested, 0.17% active; AID 651687; U2OS PGC1a acetylation, AlphaScreen anti-acetyl-lysine; with virally co-expressed GCN5 acetyltransferase;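 active = every replicate shows inhibition of at least 40%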;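 note: 0% = neutral control wells and 100% = positive control wells; some results beyond the cut were filed as inactive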
Cneo AK release: causes C. neoformans cell lysis | adenylate kinase release luminescence, 4 h; normalised: neutral wells 0, clomiphene wells 100 | lysis activity, % at 15 µM | 360,000 tested, 0.2% active | AID 651654;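 active = mean lysis activity across replicates of at least 80%, whatever share of replicates individually reach that level; inactive = mean lysis activity below 80%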
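Schedule: static 4 h at 37 °C with compound, 1 h detection; system: C. neoformans cells; benchmarks: Clomiphene as positive control; buffer or medium: fresh YPD medium; measure: luminescence rise reflecting yeast cell lysis; measured by: luminescent adenylate kinase detection reagent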
E-sel inducer: induces E-selectin expression in human endothelial cells; P16581; HUVEC E-selectin immunofluorescence imaging; normalized: neutral wells 0, TNF-alpha wells 100; activation, % at 7.58 µM; 260,000 tested, 0.37% active; AID 686992;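 active = mean E-selectin-positive cell signal at least 10% of the positive control, reached in at least 60% of replicates, without over 20% cell loss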;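 note: in these data hits start at about 27%; measured in HUVEC primary endothelial cells; signal is the percent of cells scored E-selectin positive by PE staining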
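Test system: HUVEC; input: 3,000 HUVEC/well; measured by: immunofluorescence imaging; read-out: % PE-positive cells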
RAD54 inh: RAD54 (human) branch migration inhibition; RAD54 Holliday junction branch migration, FAM/BHQ fluorescence; inhibition, % at 10.4 µM; 360,000 tested, 0.14% active;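 active = mean normalized replicate activity at least 40 and at least half of replicates scoring 40 or more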;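 note: 0% = median of neutral control wells and 100% = median of positive control wells; inhibitors cause a drop in the FAM fluorescence signal; in these data hits start at about 50%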
Target sequence (Q92698 whole entry, looked up): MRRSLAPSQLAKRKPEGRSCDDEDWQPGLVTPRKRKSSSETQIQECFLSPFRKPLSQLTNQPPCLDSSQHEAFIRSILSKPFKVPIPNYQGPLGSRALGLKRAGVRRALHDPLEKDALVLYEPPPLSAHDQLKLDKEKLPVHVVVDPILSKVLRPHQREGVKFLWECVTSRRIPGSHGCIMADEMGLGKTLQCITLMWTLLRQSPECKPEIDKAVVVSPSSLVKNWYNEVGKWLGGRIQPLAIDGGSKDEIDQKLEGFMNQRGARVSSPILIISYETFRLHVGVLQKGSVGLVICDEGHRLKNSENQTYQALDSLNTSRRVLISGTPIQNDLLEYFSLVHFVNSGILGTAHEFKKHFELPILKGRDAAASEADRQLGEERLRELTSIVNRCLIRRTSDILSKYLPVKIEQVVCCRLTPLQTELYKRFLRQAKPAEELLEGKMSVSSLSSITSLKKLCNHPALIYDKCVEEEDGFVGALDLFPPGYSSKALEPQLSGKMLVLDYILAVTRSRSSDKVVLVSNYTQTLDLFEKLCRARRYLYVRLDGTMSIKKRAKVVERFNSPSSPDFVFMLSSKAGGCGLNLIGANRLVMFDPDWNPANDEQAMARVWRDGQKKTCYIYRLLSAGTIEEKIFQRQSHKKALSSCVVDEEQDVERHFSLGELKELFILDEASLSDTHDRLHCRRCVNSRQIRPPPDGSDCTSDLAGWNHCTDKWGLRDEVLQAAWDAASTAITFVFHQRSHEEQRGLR
miR-122 sensor: miR-122 inhibition in Huh7 cells. Huh7 miR-122 Renilla luciferase sensor, 48 h; neutral wells = 0, positive control = 100. activation (reporter increase), % at 12.5 µM. 340,000 tested, 0.3% active;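 active = mean replicate activation score at least 90 and every replicate individually at or above 90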;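 note: higher luciferase means less miR-122 activity so hits act as miR-122 inhibitors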
* hit, by the source's call; i = inactive; / = not tested or not shown; & = joins results of further samples; [ ] = dose if it differs, or a comment.

SMILES	RAD52 anneal inh	ERAP1 HTS inh	PglD DTNB	PGC1a acetyl inh	Cneo AK release	E-sel inducer	RAD54 inh	miR-122 sensor
COc1cccc(CNC(=O)Cn2ccc3cc(S(=O)(=O)N4CCCC4)ccc32)c1OC	-10	4	2	-18	-5	/	2	-7
Cc1ccc(S(=O)(=O)Nc2ccccc2C(N)=O)cc1	/	/	-1	/	1	/	3	-14
C/C(=N/Nc1ccc(C)cc1)C1(C)N(O)C(C)(C)C(c2ccco2)=[N+]1[O-] (configuration not stated)	-31	-2	2	/	0	3.6	-8	/
C[C@H]1CN([C@@H](C)CO)C(=O)CCCn2cc(nn2)CO[C@@H]1CN(C)S(=O)(=O)c1ccc(Oc2ccccc2)cc1	-11&1&4	10&-1&1	3&4&5	2&12&8	10&0&-22	0.4&0.0	-5&1&8	-8
CCC/C=N/Nc1nnc(Cc2ccc(OC)c(OC)c2)c(=O)[nH]1	-1	1	4	-10	4	-0.2	4	-4
COc1ccc(NC(=O)Nc2ccc3c(c2)CC(=O)N([C@@H](C)CO)C[C@H](C)[C@@H](CN(C)Cc2ccncc2)O3)cc1	0	1	-2	-4	0	/	16	-8[16.7 µM]
COc1ccc2cc(-c3cc(C(=O)O)c4ccccc4n3)ccc2c1	/	/	9	32	-9	/	-4	2
O=[N+]([O-])c1ccc(N2CCN(Cc3cccc([N+](=O)[O-])c3)CC2)cc1	1	-6	-4	/	-2	/	-3	-3
COc1ccc(NS(=O)(=O)c2ccc(Br)s2)cc1OC	/	/	2	-4	1	/	4	10
CO[C@H]1CN(C)C(=O)c2ccc(NS(C)(=O)=O)cc2OC[C@H](C)N(C(=O)C2CCOCC2)C[C@H]1C	-1	1	4	3	1	0.0	-9	4[16.7 µM]
Cc1cc(C)c(S(=O)(=O)N2CCN(c3ccc([N+](=O)[O-])c(NCC4CCCO4)c3)CC2)c(C)c1 (configuration not stated)	/	/	-1	1	0	/	-3	-4
O=C(Nc1ccccc1)N1CCN2C(=O)c3ccccc3C12c1ccccc1 (configuration not stated)	/	/	-1	1	2	/	8	8
COCC(=O)N1C[C@H](C)[C@H](OC)CN(C)C(=O)c2ccc(NC(=O)c3cc(C)on3)cc2OC[C@H]1C	-13	0	4	-10	-1	0.1	2	/
CCC(C)C(NC(=O)OC(C)(C)C)C(=O)NC(CC(C)C)C(N)=O (configuration not stated)	/	/	/	-4	3	/	-1	2
CCOC(=O)N1CCC(NC(=O)CN(C)S(=O)(=O)c2cc3c(cc2Cl)NC(=O)CO3)CC1	/	/	6	33	0	/	-10	1
O=C(Nc1nc2cc3c(cc2s1)OCO3)C1CCCCC1	-1	-5	4	-8	-3	3.9	7	2
O=C(NCc1csc(-c2ccccc2)n1)c1cc(F)cc2c1OCOC2	-40	1	0	-6	-9	0.1	-1	-5
C[C@@H]1CCCCO[C@@H](CN(C)S(=O)(=O)c2cccs2)[C@H](C)CN([C@@H](C)CO)C(=O)c2cc(NC(=O)c3ccccc3)ccc2O1	/	/	1	-4	-4	0.2	0	-9[16.7 µM]
C[C@@H]1CN([C@H](C)CO)C(=O)Cc2cc(NS(C)(=O)=O)ccc2O[C@H]1CN(C)Cc1ccc2c(c1)OCO2	-1	4	-4	-7	9	-0.1	-4	3[16.7 µM]
Cc1cccc([C@H]2[C@@H]3C=CC[C@@H](C)[C@@H]3C(=O)N2Cc2ccccc2)c1	9	/	-1	-10	0	/	-9	4
Cc1ccccc1S(=O)(=O)N1C[C@@H](O)COC[C@@H]2O[C@@H](CC(=O)N3CCN(C)CC3)CC[C@H]21	1	0	-1	-4	0	0.0	-3	-5[16.7 µM]
Cc1cc2c(ncn2C)c(NS(=O)(=O)c2ccc(F)cc2)c1C	0	-4	-7	3	0	/	-7	-8
COc1ccc(NC(=O)/C(Cl)=C(/Cl)S(=O)(=O)Cc2ccc(C)cc2)cn1	/	/	3	59	-1	/	-3	-17
O=C(c1ccccc1)c1ccc(OCC(=O)N2CCOCC2)cc1	0	6	/	7	/	4.2	/	/
Cc1ccc(S(=O)(=O)Oc2ccc(/C=C3/C(=N)N4C(=NC3=O)SN=C4S(C)(=O)=O)cc2)cc1	-107	4	2	-5	0	-0.7	-7	-3
CCCN(C)C[C@H]1OCCCC[C@@H](C)Oc2ccc(NS(=O)(=O)c3c(C)noc3C)cc2C(=O)N([C@@H](C)CO)C[C@H]1C	41	-1	/	5	/	0.0	/	/
C=CCNC(=S)Nc1sc2c(c1C(N)=O)CCCC2	-10	4	-9	16	-1	0.1	1	9
Cc1noc(C)c1S(=O)(=O)N(C)C[C@H]1Oc2c(NC(=O)NC3CCCCC3)cccc2C(=O)N([C@H](C)CO)C[C@@H]1C	-15	0	-1	-9	0	-0.1	-2	-1
CCc1nn(CCCC(=O)NC(C)c2ccccc2)c(=O)c2cc3occc3n12 (configuration not stated)	1	0	-2	0	-1	/	-1	/
CC(C)(C)c1nnc2sc(SCC(=O)N3CCc4ccccc43)nn2c1=O	-2	0	-5	/	0	-0.1	-4	-7
COc1cc2c(O)cc(C(=O)O)c(-c3cc(OC)c(OC)c(OC)c3)c2cc1OC	-1	-3	6	-15	2	-0.1	-5	/
CC1CCCCN1C(=O)c1cc(S(=O)(=O)N2CCOCC2)ccc1Cl (configuration not stated)	-8	-2	-2	2	0	/	-1	-3
CC1(C)CN(C(Cc2ccccc2)C(N)=O)C1=O (configuration not stated)	10	2	1	/	2	-0.4	-3	0
CCOc1cc(/C=C2\CCCc3c2nc2ccccc2c3C(=O)O)ccc1OC	i	3	-5	/	0	4.0	-159	0
CC1=C(CCN2CCN(C3CCCC3)C(CCO)C2)C(C)(C)CCC1 (configuration not stated)	-10	1	-5	-4	1	/	12	7
CCOC(=O)c1c(-c2ccc(F)cc2)csc1NC(=O)c1c(-c2ccccc2)noc1C	/	/	4	-11	4	/	0	-2
CC(C)NC(=O)N(C)C[C@@H]1Oc2ccc(NS(=O)(=O)c3ccc(F)cc3)cc2C(=O)N([C@@H](C)CO)C[C@@H]1C	-1	-2	5	3	-1	0.0	-4	2[16.7 µM]
CC(NCCc1ccc(S(N)(=O)=O)cc1)C(=O)NCCc1ccc(F)cc1 (configuration not stated)	-17	-2	3	8	-2	/	-8	0
CC1CCC(NC(=O)Cn2cc3c(n2)CCCC3)CC1 (configuration not stated)	-1	-1	4	3	-1	2.5	4	-4
COC(=O)C1C2C=CC3(CN(c4cccc(Cl)c4)C(=O)C13)O2 (configuration not stated)	-13	1	2	7	1	8.5	3	1
CC(=O)N(C)C[C@H]1Oc2cc(C#CCN(C)C)ccc2S(=O)(=O)N([C@H](C)CO)C[C@@H]1C	8	-3	-4	-4	-6	0.4	5	-3[16.7 µM]
CCOc1cc(NC(=O)c2ccccc2C)c(OCC)cc1NC(=O)C1=Cc2ccccc2OC1	/	/	2	/	-7	/	-7	3
Cc1ccc(S(=O)(=O)NC(=O)NCCCCNC(=O)NS(=O)(=O)c2ccc(C)cc2)cc1	/	/	-6	-8	1	/	-8	-5
CC(=O)N[C@@H]1C=C[C@@H](CC(=O)NCc2ccc(Cl)cc2)O[C@H]1CO	-2	-3	-4	3	1	0.3	4	/
O=C(c1ccccc1OCc1ccccc1Br)N1CCN(c2ncccn2)CC1	/	/	-3	/	-1	/	4	0

Compound profiles, from the list above. Order of values: RAD52 anneal inh	ERAP1 HTS inh	PglD DTNB	PGC1a acetyl inh	Cneo AK release	E-sel inducer	RAD54 inh	miR-122 sensor
CCOc1cc(/C=C2\CCCc3c2nc2ccccc2c3C(=O)O)ccc1OC is entered as i	3	-5	/	0	4.0	-159	0
COC(=O)C1C2C=CC3(CN(c4cccc(Cl)c4)C(=O)C13)O2 (configuration not stated) is entered as -13	1	2	7	1	8.5	3	1
CC1(C)CN(C(Cc2ccccc2)C(N)=O)C1=O (configuration not stated) is entered as 10	2	1	/	2	-0.4	-3	0
Cc1ccc(S(=O)(=O)NC(=O)NCCCCNC(=O)NS(=O)(=O)c2ccc(C)cc2)cc1 is entered as /	/	-6	-8	1	/	-8	-5

Additional entries follow:
SMILES	RAD52 anneal inh	ERAP1 HTS inh	PglD DTNB	PGC1a acetyl inh	Cneo AK release	E-sel inducer	RAD54 inh	miR-122 sensor
Cc1cccc(N(CC(=O)NC2CCCCC2)C(=O)c2c(C)noc2C)c1	/	/	-1	2	-2	/	1	-2
Cc1cccc(-c2noc(CCCC(=O)NC3CCCC3)n2)c1	-11	4	6	/	0	3.0	-4	0
O=C(CC(C(=O)O)c1ccc(Cl)cc1)c1ccc(Cl)c(Cl)c1 (configuration not stated)	-10	-1	0	6	3	0.1	-18	-1
Fc1ccccc1/C=N/Nc1nc2ccccc2o1	-2	-3	-2	-8	-3	-1.7	-8	-2
CC(C)c1ccc2[nH]c3c(c2c1)CCC/C3=N\NC(=O)c1ccncc1	-14	4	-6	0	-5	0.5	-2	/
CCN(CC)C(=O)c1sc(NC(=O)C(C)C)c(C#N)c1C	-10	-1	2	-3	0	/	-1	5
O=C(c1cccs1)c1ccccc1Cc1cccs1	-18	2	6	3	-4	/	4	4
COc1ccc2nc(N=Nc3ccc(N(C)C)cc3)sc2c1	/	/	0	13	-9	/	0	-8
Cc1ccc([C@H]2C[C@@H](n3cc(C4CC4)nn3)[C@H](O)CN2C(=O)C2CCCCC2)cc1	-10	3	/	-6	/	-0.1	/	8
Cc1ccccc1S(=O)(=O)Nc1ccc2c(c1)C(=O)N(C)[C@H]1CC[C@@H](CC(=O)O)O[C@H]1CO2	0	/	1	-2	0	-0.2	-7	-8[16.7 µM]
CC1CN(C(=O)c2ccc(N3CCCCC3)c([N+](=O)[O-])c2)CC(C)O1 (configuration not stated)	/	/	-2	6	-1	/	2	-2
Cc1noc(C)c1S(=O)(=O)Nc1cccc2c1O[C@@H](CN(C)Cc1ccc3c(c1)OCO3)[C@@H](C)CN([C@@H](C)CO)C2=O	1	-2	0	2	45	-11	-3	1[16.7 µM]
CC(CN1CCCC1)OC(=O)c1ccc(Br)cc1 (configuration not stated)	7	0	8	/	0	/	-4	0
C[C@H](CO)N1C[C@H](C)[C@@H](CN(C)C(=O)c2ccccc2)OCCCC[C@H](C)Oc2ccc(NS(C)(=O)=O)cc2C1=O	-9	1	-2	0	4	-0.2	6	1[16.7 µM]
COc1ccc(CNC(=O)C[C@@H]2CC[C@H](NC(=O)Nc3ccc4c(c3)OCO4)[C@@H](CO)O2)cc1	-6	1	4	-5	0	-0.2	-3	/
CC1CC(C)CN(CCCNC(=O)c2csc3c2CCCCC3)C1 (configuration not stated)	0	-1	0	/	-1	/	7	/
CCC1CCCCN1CCCNC(=O)CN1C(=O)COc2ccccc21 (configuration not stated)	0	-1	3	-12	0	/	10	-6
Cc1noc(C)c1S(=O)(=O)Nc1cccc2c1O[C@H](CN(C)Cc1ccc(Oc3ccccc3)cc1)[C@H](C)CN([C@@H](C)CO)C2=O	-114	0	4	-6	-1	-7.8	-10	49[16.7 µM]
OCC[C@H]1C[C@@H](O)[C@H](O)[C@@]2(CCc3ccccc3O2)O1	-14	1	0	11	1	0.5	-8	-1
Cc1cccc2cc(-c3ccccc3)c(-c3ccccc3)c[n+]12	42	-1	-6	-6	12	0.5	14	-3
O=C(COC(=O)CNC(=O)c1ccc(Cl)cc1Cl)Nc1ccc(N2CCOCC2)cc1	-10	1	-7	17	0	/	6	-2

Shown field by field: two of the compounds above
COc1ccc(CNC(=O)C[C@@H]2CC[C@H](NC(=O)Nc3ccc4c(c3)OCO4)[C@@H](CO)O2)cc1
  RAD52 anneal inh = -6	ERAP1 HTS inh = 1	PglD DTNB = 4	PGC1a acetyl inh = -5	Cneo AK release = 0	E-sel inducer = -0.2	RAD54 inh = -3	miR-122 sensor = /
CC1CC(C)CN(CCCNC(=O)c2csc3c2CCCCC3)C1 (configuration not stated)
  RAD52 anneal inh = 0	ERAP1 HTS inh = -1	PglD DTNB = 0	PGC1a acetyl inh = /	Cneo AK release = -1	E-sel inducer = /	RAD54 inh = 7	miR-122 sensor = /

Compound activity (PubChem)
